XIAP antagonists: XIAP antagonists, biochemical, IAP family, fluorescence polarization (AID 1018). E3 ubiquitin-protein ligase XIAP (Homo sapiens). XIAP BIR domain, fluorescence polarization peptide displacement; higher % means a stronger effect. one-dose displacement, % at 20 µM; IC50 in µM for titrated hits. 200,000 tested, 0.007% active; in the data active = displacement above about 50%; note: a part of the inactive calls stands beside numbers as strong as those of hits
TNAP activation fold: human TNAP enzyme activators, primary screen, biochemical, luminescent, no phosphate acceptor, uHTS (AID 1001); Alkaline phosphatase, tissue-nonspecific isozyme (Homo sapiens); purified TNAP, luminescent activation assay, no phosphate acceptor; higher activation fold means a stronger effect; activation fold at 20 µM, or EC50 in µM where a hit was titrated; 200,000 tested, 0.03% active; in the data active = activation fold from about 3, or a potency from the dose series; inactive = the rest, 99 in 100 with activation fold below about 1.6; note: many of its hits are not listed in these tables
M1AAP inhibition: P. falciparum M1AAP inhibitors, biochemical, fluorogenic H-Leu-NHMec substrate, 1536-well (AID 1445); Aminopeptidase N (Plasmodium falciparum (isolate 3D7)); 220,000 tested, 0.42% active; recombinant M1AAP, H-Leu-NHMec fluorogenic kinetic assay; higher % means a stronger effect; inhibition, % at 30 µM; hits with a dose series show IC50 in µM;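 active = primary inhibition above the hit cutoff, then over 50% inhibition at one or more dose response concentrations, cut at about 23% in these data, passing the limit was not always enough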;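 note: plate controls were DMSO full reaction for no effect and no enzyme background for full effect; strong numbers were not always called active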
human PMI inhibition: inhibitors of human PMI, primary screen, biochemical, fluorescence intensity, coupled assay (AID 1209). purified PMI enzyme, coupled fluorescence intensity; higher % means a stronger effect. one-dose inhibition, % at 20 µM; IC50 in µM for titrated hits. 190,000 tested, 0.42% active;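 note: plate controls were DMSO vehicle for no effect and wells lacking substrate for full effect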
M17LAP inhibition: P. falciparum M17LAP inhibitors, primary screen, biochemical, fluorogenic H-Leu-NHMec substrate, 1536-well (AID 1619). recombinant M17LAP, H-Leu-NHMec fluorogenic kinetic assay; higher % means a stronger effect. one-dose inhibition, % at 30 µM; IC50 in µM for titrated hits. 220,000 tested, 0.38% active;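 active = compound inhibiting the enzyme by more than half at any dose during confirmatory dose-response retesting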;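 note: plate controls were full reaction with DMSO carrier for no effect and no enzyme background for full effect; strong numbers were not always called active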
LYP phosphatase: inhibitors of LYP phosphatase, biochemical, fluorescence intensity, uHTS (AID 1779). Tyrosine-protein phosphatase non-receptor type 22 (Homo sapiens). recombinant LYP phosphatase, fluorescence intensity; higher % means a stronger effect. 290,000 tested, 0.054% active. inhibition, % at 11.5 µM, or IC50 in µM where a hit was titrated;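 note: plate controls were vehicle with enzyme for no effect and no enzyme for full effect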
PMI inhibition: human PMI inhibitors, high substrate, primary screen, biochemical, fluorescence intensity, high mannose 6-phosphate (AID 1220); inhibition, % at 20 µM, or IC50 in µM where a hit was titrated; Mannose-6-phosphate isomerase (Homo sapiens); 190,000 tested, 0.66% active; recombinant PMI enzyme, coupled fluorescence intensity; higher % means a stronger effect
Yfh1-off respiration: enhancers of respiration in Yfh1-depleted yeast, dose response, Friedreich's ataxia, plus single-dose screen (AID 1465) | S. cerevisiae Yfh1-off respiration, WST-1 reduction, 72 h; higher fold induction means a stronger effect | 220,000 tested, 0.074% active | fold induction at 50 µM, or EC50 in µM where a hit was titrated;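 active = fold induction of absorbance versus untreated yeast above a set limit, then at least 30% activation at any dose in follow-up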;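 note: activators that raise dye reduction in frataxin-depleted yeast; strong numbers were not always called active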
WT yeast gro inh: growth inhibition of WT strain, primary screen, mitochondrial fusion inhibitor project, WT and mutant strains, chemical genetic; AID 1362, 2008; 190,000 tested, 2.1% active; inhibition, % at 10 µM; mitochondrial fusion phenotypic screen; in the data active = inhibition above about 58%; tested in S. cerevisiae
WT yeast gro inh mutant strain: recorded beside WT yeast gro inh, whose call it bears; inhibition, %; mitochondrial fusion phenotypic screen, mutant strain inhibition
The depositor's hits bear a star; i = inactive; . = not tested or not shown. Cut-off read from the data, not from the text of the source, unless noted: active = inhibition above about 50%; inactive = the rest.

The line under a structure holds: XIAP antagonists, TNAP activation fold, M1AAP inhibition, human PMI inhibition, M17LAP inhibition, LYP phosphatase, PMI inhibition, Yfh1-off respiration, WT yeast gro inh, WT yeast gro inh mutant strain
- C=CCn1c(Cc2ccccc2)nnc1SCc1nc2ccccc2c(=O)[nH]1
 : -1.8%, 1.1, 6%, -22%, 5%, -6%, -30%, i, 6, 5
- C=CCn1c(Cc2nc3ccc(Cl)cc3[nH]2)n[nH]c1=S
 : -6.5%, 1.2, -3%, -2%, 46%, -4%, -26%, i, 9, 10
- CC(C)CC(=O)NC(c1cccs1)c1ccc2cccnc2c1O (stereo not given)
 : -3.0%, 1.2, -1%, ., 9%, -1%, ., i, 0, -7
- O=C(O)c1ccc(-c2nc(-c3ccccc3)c(-c3ccccc3)[nH]2)cc1
 : -15%, 1.1, 23%, -7%, i, -33%, -8%, i, 14, 7
- CC1CCCCN1c1nc(-c2ccncc2)nc2ccccc12 (stereo not given)
 : -4.6%, 1.1, 5%, 13%, -2%, -2%, 8%, i, 59*, 45*
- COC(=O)c1sc(N2C(=O)C(=O)/C(=C(/O)c3ccc(C)cc3)C2c2ccco2)nc1C (stereo not given)
 : ., ., 8%, ., 5%, 6%, ., i, ., .
- COc1ccc(C(=O)Nc2nc(-c3cccs3)c(NC(C)=O)s2)cc1
 : ., 1.1, 3%, 8%, 24%, -7%, 12%, i, -19, 20
- O=C(NC(=O)c1ccc(C(F)(F)F)cc1)Nc1ccc(-c2cnco2)cc1
 : ., ., 0%, ., 9%, -6%, ., i, ., .
- Cc1cc(C)c2nc(-c3ccccn3)cc(C(=O)Nc3cc(C)on3)c2c1
 : -4.9%, 1, 4%, 7%, -2%, -1%, 1%, i, 14, -4
- O=C(NCc1nc(-c2ccc(C(F)(F)F)cc2)no1)Nc1ccc(F)cc1F
 : ., ., -1%, ., 2%, -1%, ., i, ., .
- CN(C)c1ccncc1C(=O)Nc1ccc(F)cc1F
 : ., ., -4%, ., 0%, -9%, ., i, ., .
- COc1cccc(OCc2ccc(C(=O)NCC3CCCO3)cc2)c1 (stereo not given)
 : -7.2%, 1.1, 3%, -2%, 9%, -1%, -4%, i, -7, -8
- O=C(CN1CCOCC1)N/N=C/c1ccc(-c2ccc(C(=O)O)cc2)o1
 : ., ., 18%, ., 0%, -1%, ., i, ., .
- CC(C)NC(=O)COc1nncc2ccccc12
 : -7.0%, 1, 0%, 16%, 15%, -6%, 12%, i, -9, -1
- C/C(=N\NC(=O)c1ccc2c(c1)OCO2)c1ccc(O)cc1
 : ., ., 4%, ., 6%, -3%, ., i, ., .
- CCC(C)(C(=O)NC1CCCCC1)N(C(=O)CC1NC(=O)NC1=O)c1c(C)n(C)n(-c2ccccc2)c1=O (stereo not given)
 : -4.5%, 1, 7%, 4%, -7%, -2%, 9%, i, 1, 3
- COc1ccc(C(=O)NCCSCc2ccc(C)cc2)cc1
 : -1.6%, 1, 2%, -5%, 6%, -2%, -1%, i, 15, 7
- COc1ccccc1N(C(=O)c1snc(C(N)=O)c1N)C(C(=O)NCCC(C)C)c1ccco1 (stereo not given)
 : -3.5%, 1.1, 7%, 9%, -9%, -7%, 8%, i, -7, 2
- O=C1CCc2ccccc2N1
 : ., ., 2%, ., 2%, -7%, ., i, ., .
- Nc1nc(-c2ccc3c(c2)NC(=O)CO3)cs1
 : -23%, 1, 9%, 8%, 6%, -4%, 3%, ., 0, 6
- Cc1ccc(NC(=O)CC2S/C(=N/N=C/c3c[nH]c4ccccc34)NC2=O)cc1 (stereo not given)
 : -9.0%, 1, 11%, 8%, -2%, -4%, 2%, i, -3, 8
- CC1Cc2ccccc2N1c1ncnc(N)c1[N+](=O)[O-] (stereo not given)
 : -8.9%, 1, 4%, 7%, 4%, -2%, 5%, i, -7, -37
- C[C@@H](C(=O)Nc1ccc2ccccc2c1)[C@H]1C[C@]1(C)[C@H](NS(=O)(=O)c1ccc(-c2ccccc2)cc1)c1ccccc1
 : -5.2%, 1.1, 4%, 12%, -1%, -24%, 11%, i, 2, -3
- COc1ccccc1C(=O)NCCc1nc2ccccc2[nH]1
 : -6.7%, 1.1, -5%, 4%, -1%, -1%, 9%, i, 4, -1
- CCN(C(=O)CSc1ncccc1C(=O)O)C1CCCCC1
 : -5.1%, 1.2, -3%, -24%, -1%, -7%, -13%, i, 12, 6
- CN1CCN(CCNC(=O)Nc2ccc([N+](=O)[O-])cc2)CC1
 : -5.3%, 1, 9%, -13%, 12%, 5%, -6%, i, 22, 1
- CC(=O)N1N=C(c2ccc(Br)cc2)CC1c1cn(C)c2ccccc12 (stereo not given)
 : -0.1%, 1, -1%, 10%, 11%, 3%, 14%, i, 74*, 32*
- Oc1ccccc1N=Cc1c(O)ccc2ccccc12
 : ., ., 16%, ., 2%, -3%, ., i, ., .
- CC(=O)OCC(=O)[C@H]1CC[C@H]2[C@@H]3CC=C4C[C@@H](O)CC[C@]4(C)[C@H]3CC[C@]12C
 : -6.1%, 1.1, 10%, -5%, -16%, 0%, -7%, i, 20, -8
- O=C(COC(=O)c1ccc2[nH]c3c(c2c1)CCCC3)NC1CCS(=O)(=O)C1 (stereo not given)
 : -3.6%, 1.1, -3%, -4%, 14%, 4%, -6%, i, 7, 0

In another format: results already given
SMILES | XIAP antagonists | TNAP activation fold | M1AAP inhibition | human PMI inhibition | M17LAP inhibition | LYP phosphatase | PMI inhibition | Yfh1-off respiration | WT yeast gro inh | WT yeast gro inh mutant strain
CCC(C)(C(=O)NC1CCCCC1)N(C(=O)CC1NC(=O)NC1=O)c1c(C)n(C)n(-c2ccccc2)c1=O (stereo not given) | -4.5% | 1 | 7% | 4% | -7% | -2% | 9% | i | 1 | 3
COc1ccccc1N(C(=O)c1snc(C(N)=O)c1N)C(C(=O)NCCC(C)C)c1ccco1 (stereo not given) | -3.5% | 1.1 | 7% | 9% | -9% | -7% | 8% | i | -7 | 2
CCN(C(=O)CSc1ncccc1C(=O)O)C1CCCCC1 | -5.1% | 1.2 | -3% | -24% | -1% | -7% | -13% | i | 12 | 6
CN1CCN(CCNC(=O)Nc2ccc([N+](=O)[O-])cc2)CC1 | -5.3% | 1 | 9% | -13% | 12% | 5% | -6% | i | 22 | 1
Cc1cc(C)c2nc(-c3ccccn3)cc(C(=O)Nc3cc(C)on3)c2c1 | -4.9% | 1 | 4% | 7% | -2% | -1% | 1% | i | 14 | -4

Remaining list, next part.
The line under a structure holds: XIAP antagonists, TNAP activation fold, M1AAP inhibition, human PMI inhibition, M17LAP inhibition, LYP phosphatase, PMI inhibition, Yfh1-off respiration, WT yeast gro inh, WT yeast gro inh mutant strain
- Cc1ccc(S(=O)(=O)N2CCN(S(C)(=O)=O)C2)cc1
 : -4.8%, 1, 1%, 0%, -8%, -6%, 11%, i, -6, -6
- CNC(=O)c1cc(C(=O)c2c(Cl)cccc2Cl)c[nH]1
 : -5.9%, 1, 6%, -1%, 7%, -1%, -2%, i, 3, 10
- CCc1cc2ccc(OC)cc2nc1SCC(=O)Nc1cc(C)on1
 : -3.9%, 1.1, 1%, -12%, 2%, -11%, -15%, i, 11, 10
- CC(=O)c1cnn(-c2cc(Oc3ccc(F)cc3)ncn2)c1C
 : -1.3%, 1.1, 12%, -2%, -5%, -5%, -4%, i, 21, 9
- O=C(COC(=O)C1Cc2ccccc2CN1C(=O)c1ccccc1)Nc1ccc(SC(F)F)cc1 (stereo not given)
 : -12%, 1, 2%, 7%, 2%, 8%, 7%, i, -7, -1
- Cc1ccc(Nc2nc(N)nc(-c3oc4ccccc4c3C)n2)cc1
 : -2.7%, 1, -4%, 4%, -3%, 4%, 10%, i, 19, 24
- COc1cc(NC(=S)NC(=O)c2ccc(C(C)(C)C)cc2)ccc1NC(=O)c1cccs1
 : -6.7%, 1.1, 8%, 12%, 1%, 1%, 9%, i, 11, -23
- COC(=O)c1ccccc1NC(=S)NC(=O)COc1ccccc1Cl
 : -2.2%, 1, 9%, 13%, -11%, 2%, 16%, ., 35, -16
- CCOC(=O)C(NCCc1ccccc1F)(NC(=O)CC)C(F)(F)F (stereo not given)
 : -9.7%, 1, -3%, -8%, 20%, -3%, -8%, i, 3, 3
- O=C(CCn1c(=O)c2sccc2n(CC(=O)NCc2ccco2)c1=O)NCc1ccccc1
 : -0.2%, 1.1, 1%, 14%, -1%, -2%, 12%, i, -15, -1
- O=C(CC(Nc1ccc(F)cc1)C(=O)OCC(=O)c1cccs1)c1ccccc1 (stereo not given)
 : -7.5%, 1.2, 1%, 18%, -1%, -2%, 12%, i, 18, 7
- CCOC(=O)CSc1ccc(S(=O)(=O)N2CCC(C)CC2)cc1[N+](=O)[O-]
 : -2.9%, 1.1, 3%, -4%, 9%, 0%, -6%, i, 6, -14
- Cc1cc(NC(=O)c2ccc(F)cc2)n(-c2ccccn2)n1
 : 1.5%, 1.1, -1%, -9%, 5%, 4%, 9%, i, -4, -2
- Cc1nc(S(=O)(=O)Nc2ccc3c(c2)OCCO3)cn1C
 : ., ., 6%, ., -9%, -2%, ., i, ., .
- Cc1nn(-c2ccccc2)c(C)c1NC(=O)Cc1cccs1
 : -14%, 1, 4%, 5%, 8%, -4%, 4%, i, 7, -2
- Cc1ccc(P(=O)(CO)c2ccc(C)cc2)cc1
 : -6.1%, 1.2, 1%, -12%, -4%, -15%, -9%, i, 9, 1
- Cc1cccc(NC(=O)CN2C(=O)N/C(=C/c3cc(C)n(-c4ccncc4)c3C)C2=O)c1
 : -2.6%, 1.1, 0%, 4%, 23%, 1%, 4%, i, -7, -11
- O=C(COC(=O)Cc1ccc(Br)cc1)NCc1ccc(F)cc1
 : -5.4%, 1.1, 3%, 4%, 3%, -5%, 1%, i, -2, 1
- CCc1cc(=O)oc2cc3occ(C)c3cc12
 : -4.7%, 1.1, 6%, 8%, 11%, -4%, 8%, i, -6, -11
- C=CCSc1nc(-c2ccc3c(c2)OCO3)cc(C(F)(F)F)c1C#N
 : -9.5%, 1, -5%, 12%, 5%, 5%, 12%, ., 21, 17
- CC(C)CCNC(=O)CCCC1=NS(=O)(=O)c2ccccc2N1
 : -5.5%, 1.1, 1%, -2%, -15%, 0%, 3%, i, 6, 0
- COc1ccc(S(=O)(=O)Nc2nnc(CC(C)(C)C)s2)cc1
 : -6.8%, 1, 6%, 15%, -8%, -4%, -2%, i, -8, -15
- C=CCNC(=O)C1(c2ccccc2)CC1(Cl)Cl (stereo not given)
 : -2.9%, 1, 4%, 10%, 7%, -6%, -6%, i, -12, 2
- CC(=O)c1sc2nc(-c3ccc(C)cc3)c3c(c2c1N)CCCC3
 : -11%, 1, 8%, -38%, -2%, 3%, -68%, i, 40, 22
- CC(Sc1nc2ccccc2s1)C(=O)NC1CCCc2ccccc21 (stereo not given)
 : -4.6%, 1, 12%, 19%, 0%, 4%, 8%, i, 35, -6
